GPR35 antagonists: inhibition of zaprinast-stimulated GPR35 beta-arrestin translocation – imaging, U2OS, beta-arrestin-GFP, zaprinast agonist, primary screen (AID 2058); U2OS GPR35 beta-arrestin-GFP translocation imaging, zaprinast antagonism; higher % means a stronger effect; 290,000 compounds, 0.052% hits; one-dose inhibition, % at 10 µM; IC50 in µM for titrated hits;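 active = inhibition of at least 50% with at least 30 cells and total cytoplasm GFP at most 10,000,000; inconclusive = under 30 cells or total GFP of 10,000,000 plus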
GPR55 LPI antagonism: GPR55 antagonists blocking LPI-driven arrestin recruitment, primary screen, imaging, U2OS, beta-arrestin-GFP, LPI agonist (AID 2013) | inhibition, % at 10 µM, or IC50 in µM where a hit was titrated | 290,000 compounds, 0.13% hits | U2OS GPR55 beta-arrestin-GFP translocation imaging, LPI antagonism; higher % means a stronger effect;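 active = spots per cell inhibited over 60%, with over 100 cells counted and total cytoplasm intensity under 500,000; inconclusive = wells with under 100 cells, flagged as likely toxic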;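 also: U2OS cells stably carrying GPR55 and arrestin-GFP stimulated by 5 µM LPI near EC80; imaged beta-arrestin-GFP aggregate spots per cell after agonist stimulation; plate controls were LPI-stimulated DMSO wells for no effect and DMSO wells without LPI for full effect; some results filed as inactive read as strong as hits; confirmed hits need IC50 under 10 µM and bright autofluorescent wells are also inconclusive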
Rac1 GTP hydrolysis: MgcRacGAP GTPase-activating activity inhibitors, confirmation, biochemical, ADP Hunter fluorescence; AID 624330; one-dose inhibition, % at 30 µM; IC50 in µM for titrated hits; 340,000 compounds, 0.6% hits; MgcRacGAP-stimulated Rac1 GTP hydrolysis, ADP Hunter fluorescence; higher % means a stronger effect; GST-tagged Rac1 F28L mutant substrate;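 active = first-screen hits whose inhibition reached a set limit at any dose in the follow-up dose series; inconclusive = inhibition above the set first-screen limit but never retested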;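 also: fluorescence reports GDP produced by GAP-driven GTP hydrolysis; strong numbers were not always called active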
NS5 inhibitors: flavivirus cap methylation enzyme inhibition – biochemical, confirmation dose response, primary screen (AID 588689); Dengue-2 NS5 methyltransferase capping enzyme assay, biochemical; higher % means a stronger effect; inhibition, % at 25 µM; hits with a dose series show IC50 in µM; 340,000 compounds, 0.3% hits; in the data active = a potency from the dose series; inconclusive = inhibition above about 29% without an active follow-up result
UTI89 phage lysis: protection from phage-mediated lysis, alamar blue read-out – E. coli UTI89, K1F phage, bacterial capsule biogenesis inhibitors (AID 488966) | E. coli UTI89 K1F phage lysis, alamar blue, 2 h; higher % means a stronger effect | inhibition, % at 100 µM; hits with a dose series show IC50 in µM | 340,000 compounds, 0.02% hits;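 active = phage lysis inhibition, versus mean bacterial control, above a set limit; inconclusive = no clear call, values can overlap the other calls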;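 also: capsule biogenesis inhibitors block K1F phage lysis so surviving cells raise fluorescence; higher fluorescence means more inhibition of phage lysis; actives were called in the ten point dose series up to 300 µM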
RSV antiviral HEp-2: RSV antiviral activity via CPE protection, HEp-2 cells, primary 10 µM value included (AID 2391); HEp-2 cells, RSV-induced CPE inhibition; higher % means a stronger effect; CPE inhibition, % at 10 µM, or IC50 in µM where a hit was titrated; 310,000 compounds, 0.13% hits; in the data active = a potency from the dose series; inconclusive = CPE inhibition mostly from about 23% at the one dose, without a potency; inactive = the rest, 99 in 100 with CPE inhibition below about 21%; also: strong numbers were not always called active
HIV fusion peptide: cell-free HIV fusion peptide-binding blockers – biochemical, uHTS, fluorescence dequenching, primary screen (AID 1986) | 290,000 compounds, 0.3% hits | cell-free peptide binding, fluorescence dequenching, 30 min; higher % means a stronger effect | inhibition, % at 20 µM; hits with a dose series show IC50 in µM; in the data active = inhibition mostly above about 52%, no sharp cut-off; inactive = mostly below about 76%; also: some results filed as inactive read as strong as hits
PhoP inhibition: inhibitors of PhoP regulon expression, primary screen, Salmonella Typhimurium, GFP reporter (AID 1863) | one-dose inhibition, % at 50 µM; IC50 in µM for titrated hits | S. Typhimurium PhoP-regulated promoter GFP reporter, 4 h; higher % means a stronger effect | 300,000 compounds, 0.16% hits;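 active = inhibition over 29.93%, a cutoff 3 SD above the screen mean, later confirmed by dose response; inconclusive = inhibition over 29.93% but no dose response follow-up; inactive = inhibition at most 29.93% or unconfirmed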;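 also: 0% = low Mg2+ inducing control and 100% = high Mg2+ repressing control; strong numbers were not always called active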
Large T inhibition: SV40 large T antigen inhibitors, biochemical (AID 1903). SV40 large T antigen ATPase/helicase inhibition assay; higher % means a stronger effect. inhibition, % at 20 µM; hits with a dose series show IC50 in µM. 310,000 compounds, 0.39% hits; in the data active = a potency from the dose series; inconclusive = inhibition mostly from about 32% at the one dose, without a potency; inactive = the rest, 99 in 100 with inhibition below about 32%; also: strong numbers were not always called active
NS5 inhibitors pilot replicate: further read-out of NS5 inhibitors, marked with its call; inhibition, %; measured here: pilot screen replicate inhibition
Starred values were filed as active, the others as inactive; ? = inconclusive; · = not tested or not shown; & = joins results of further samples; [ ] = remark or other dose.

SMILES | GPR35 antagonists | GPR55 LPI antagonism | Rac1 GTP hydrolysis | NS5 inhibitors | UTI89 phage lysis | RSV antiviral HEp-2 | HIV fusion peptide | PhoP inhibition | Large T inhibition | others
COc1ccc(-c2cc(C(F)(F)F)n3nc(C(=O)NCc4ccco4)cc3n2)cc1OC | -8% | -1% | 10% | 6% | 1.4% | 0.0% | -2.5% | -10% | 6%
N/C(=N\OC(=O)c1cccc(Cn2cc(C(F)(F)F)ccc2=O)c1)c1ccccc1 | 5% | -4% | 17% | -1% | 0.3% | 9.6% | -0.9% | 1% | 7%
O=C(NNC(=O)c1cccs1)c1ccc(S(=O)(=O)N2CCCCC2)cc1 | 17% | -14% | 3% | -5% | -2.8% | 2.3% | -0.6% | 3% | 2%
Nc1oc2ccc(F)cc2c(=O)c1C=O | 15% | 11% | 3% | ? | -4.7% | 8.2% | -2.4% | -10% | 11%
Cc1ccc(C)c(NC(=S)NNC(=O)c2ccco2)c1 | -2% | 5% | 7% | 1% | -0.9% | 3.3% | -3.0% | 2% | 2%
COc1ccccc1NC(=O)c1sc2nc3n(c(=O)c2c1C)CCC3 | 0% | 5% | 3% | 7% | 0.3% | -0.3% | 0.4% | 8% | ·
Cc1cccc(N2CCN(C(=O)c3ccc(NC(=O)C4CCCO4)cc3)CC2C)c1 (centres undefined) | -7% | 12% | 3% | 4% | 0.4% | 0.2% | 0.8% | 2% | 3%
CCOc1cc(C(=O)Nc2cc(=O)n(C)c(=O)n2C)cc(OCC)c1OCC | 10% | -6% | 7% | -1% | -0.5% | 0.0% | -1.6% | -6% | 2%
COC(=O)CCC(=O)Nc1sc(Cc2ccccc2)c(C)c1C(N)=O | 4% | 14% | 14% | 1% | -0.5% | -0.1% | 2.1% | 4% | -6%
O=C(O)c1cccc(NC(=O)C2C3C=CC(C3)C2C(=O)O)c1 (centres undefined) | -1% | 14% | 8% | 3% | 0.6% | 3.7% | 3.2% | -10% | 23%
COC(=O)c1ccc(C(=O)OC)c(NC(=S)N2CCCC(C)C2)c1 (centres undefined) | 4% | -5% | 3% | 0% | 0.3%[50 µM] | 1.1% | 1.3% | -3% | 10%
COc1ccc(CC(=O)NCC2COc3ccccc3O2)cc1 (centres undefined) | -9% | -7% | 1% | · | 2.1% | 0.7% | -2.0% | 4% | 2%
O=C(CCN1CCc2ccccc2C1)Nc1ccccc1 | -9% | 11% | 7% | 2% | 0.0% | 0.6% | -0.3% | 8% | 6%
CCOc1ccccc1NC(=O)CSc1nc(=O)n(Cc2ccccn2)c2c1CCC2 | · | · | 0% | 6% | 1.4%[50 µM] | 0.0% | · | -2% | 21%
CCN(CC)C(=O)c1nn(-c2ccccc2)c2c1C1CCC2(C)C1(C)C (centres undefined) | 10% | -9% | 1% | -4% | 0.1% | 7.6% | -0.2% | 3% | 0%
Cc1cccc(NC(=O)N2CCN(Cc3ccc(Cl)cc3)CC2)c1 | -1% | 20% | 3% | · | -0.9% | -0.4% | 1.3% | -5% | 25%
O=C(NC1CCS(=O)(=O)C1)c1cccc(S(=O)(=O)N2CCCC2)c1 (centres undefined) | -12% | 1% | 2% | -3% | 0.3% | 1.2% | 0.2% | 1% | 9%
COc1ccc(CN2CCNC(=O)C2CC(=O)N(C)Cc2nccs2)cc1OC (centres undefined) | -1% | -5% | 3% | 1% | 0.1%[50 µM] | 0.6% | 1.8% | -1% | 16%
CCN(CC)S(=O)(=O)c1ccc(F)c(C(=O)OC2CC(C)OC2=O)c1 (centres undefined) | -3% | -1% | 2% | -12% | 0.5% | 2.3% | 1.7% | 2% | 2%
COc1cc(NC2c3ccccc3C(=O)N2Cc2ccccc2)cc(OC)c1OC (centres undefined) | 14% | -8% | 4% | 1% | 1.4%[50 µM] | 1.5% | -2.0% | 1% | 15%
COc1ccc(CNC(=O)COC(=O)CC2CC3CCC2C3)cc1OC (centres undefined) | 10% | 9% | -17% | -3% | 2.9% | 0.8% | -1.7% | -2% | 8%
COc1ccc(N2CCN(CC(O)COc3ccc(C)c(C)c3)CC2)cc1 (centres undefined) | 6% | 7% | 8% | 3% | 1.0%[50 µM] | -0.1% | 0.9% | 9% | 9%
Cc1ccc(C(=O)C2CCN(CC(=O)Nc3ccccc3C)CC2)cc1 | -14% | 3% | 7% | -11% | 0.5% | 0.4% | -0.8% | -2% | 4%
CCc1nnc(SCC(=O)Nc2nccs2)n1CC | 2% | 2% | 2% | -5% | 2.0%[50 µM] | -0.1% | -0.1% | 2% | 3%
CCOc1cc(C2c3c(oc4cc(C)c(Cl)cc4c3=O)C(=O)N2Cc2ccco2)ccc1O (centres undefined) | 4% | 25% | 4% | 4% | 8.8% | 4.7% | 5.1% | 7% | 3%
NC(=O)Cc1nc(-c2ccc(Br)cc2)cs1 | -5% | 7% | -1% | 6% | 0.7% | 3.1% | 2.2% | 6% | 0%
O=c1[nH]c(N2CCc3ccccc3C2)nc2c1CCC2 | -6% | -6% | 5% | 1% | 0.3% | -0.4% | 0.0% | -10% | 8% | NS5 inhibitors pilot replicate=-2.3
O=C(CSc1ncccn1)N1CCc2ccccc2C1 | 14% | 4% | 5% | -1% | 0.4% | 0.9% | -2.8% | 1% | 20%
CCOC(=O)CN(C(=O)CNC(=O)c1ccco1)C(C(=O)NC1CCCCC1)c1cccs1 (centres undefined) | 7% | -5% | 2% | -13% | 1.1% | -0.3% | -0.8% | 10% | 5%
O=C(O)COc1ccc(=O)n(-c2ccccc2)n1 | -13% | 2% | 0% | -10% | 0.3% | 2.3% | -3.2% | 5% | 0%
CC1Oc2ccccc2N(CC(=O)NC2CCCC2)C1=O (centres undefined) | 5% | -2% | 4% | -2% | 0.3% | 0.3% | -0.4% | -3% | 2%
CC1CCCN(S(=O)(=O)c2ccc3c(c2)n(C)c(=O)c(=O)n3C)C1 (centres undefined) | 2% | 2% | 2% | -3% | 0.2% | 5.2% | 0.4% | -10% | 4%
CC(=O)OCCn1c2nc(=O)[nH]c(=O)c-2nc2cc(C)c(C)cc21 | 17% | -2% | 8% | ? | 0.1% | 0.8% | 199% | -159% | 8%
COCCC(=O)N1CCC(Oc2ccc(C(=O)N3CCCCC3CCO)cc2)CC1 (centres undefined) | 9% | 15% | 7% | -3% | 1.1%[50 µM] | -0.2% | 2.2% | 2% | 16%
COc1cccc(NC(=O)c2ccc3c(SCC(=O)O)c4c(nc3c2)CCCC4)c1 | 1% | -3% | -22% | -10% | -0.8% | 3.0% | 11% | -7% | 4%
O=C(O)/C=C\c1cn(-c2ccccc2)nc1-c1cc2ccccc2o1 | 6% | 12% | 2% | -2% | -1.0% | 14% | 24% | -4% | 15%
CN(C)S(=O)(=O)c1ccc(-n2cccc2)cc1 | -4% | -2% | 2% | -4% | 0.6% | 3.5% | 0.2% | -8% | 13%
Cc1cccc(NCc2ccccc2)c1 | -16% | 7% | -15% | 28% | 0.0% | -0.2% | -1.1% | -6% | 18%
Cc1cccn2c(=O)c(/C=C(\C#N)C(N)=O)c(N3CCCCCC3)nc12 | 51% | 11% | 9% | -4% | 0.9%[50 µM] | 14% | -1.0% | 11% | 3%
Cc1ccc(Cl)cc1NC(=O)COC(=O)c1ccc(CN2CCCC2=O)cc1 | · | · | 2% | 1% | 0.0%[50 µM] | 1.9% | · | · | ·
C=CCSc1nnc(NC(=O)c2ccc(Cl)nc2)s1 | -2% | -1% | 11% | -6% | 3.5% | ? | 2.5% | 2% | -1%
CC1CCc2sc(C(=O)NCC(C)(C)N3CCOCC3)cc2C1 (centres undefined) | · | · | 5% | -4% | 0.4%[50 µM] | -1.0% | · | 0% | 4%
CC/C(=N\NC(C)=O)c1ccc(OC(F)F)cc1 | 3% | 5% | · | · | · | 3.4% | 0.5% | 5% | 4%
COc1cccc(/C(C)=N/NC(=O)Cc2c(C)[nH][nH]c2=O)c1 | 2% | 2% | 1% | -4% | 0.4% | 1.1% | 0.7% | 4% | 29%
COc1ccc(NC(C)=O)cc1NC(=O)CSc1nc2ncccc2[nH]1 | -3% | 4% | 4% | -6% | 2.9%[50 µM] | 1.7% | -2.4% | -19% | 3%
O=C(NCCCN1CCOCC1)C1CCCN(S(=O)(=O)N2CCCCC2)C1 (centres undefined) | -3% | 5% | 8% | -12% | 0.1% | -0.3% | -1.1% | -3% | ·
Cc1cccc(-n2c(Cc3cc(=O)[nH]c(=O)[nH]3)nnc2SC(C)C)c1 | -9% | -6% | 7% | -1% | 0.4% | -0.5% | -3.2% | -14% | 8%
CCOC(=O)C(=O)c1csc(NC(=O)CCSc2ccc(C)cc2)n1 | 5% | 2% | 8% | -11% | 0.4% | 2.1% | 0.6% | 1% | -1%
NS(=O)(=O)c1cccc(NC(=O)COC(=O)Cc2n[nH]c(=O)c3ccccc23)c1 | · | · | 3% | -4% | 0.7%[50 µM] | 0.2% | · | · | ·
CCOC(=O)CC(=O)CSc1ccc2nnc(-c3cccc(F)c3)n2n1 | 4% | 14% | 9% | -3% | 0.9% | -0.1% | -0.1% | -6% | 4%
Additional structures.
SMILES | GPR35 antagonists | GPR55 LPI antagonism | Rac1 GTP hydrolysis | NS5 inhibitors | UTI89 phage lysis | RSV antiviral HEp-2 | HIV fusion peptide | PhoP inhibition | Large T inhibition | others
CCNc1nc(NCC)nc(Nn2cnnc2)n1 | -1% | 3% | 8% | -5% | 2.3% | 1.7% | 2.3% | -6% | 13%
COc1cc([C@@H]2c3cc4c(cc3[C@H](O)[C@H]3COC(=O)[C@H]23)OCO4)cc(OC)c1OC | 9% | -49% | -7% | -7% | 3.9% | 3.2% | 2.5% | 6%&2% | 6%&14%
COC(=O)C1C(O)=C(C=NCc2ccccc2)C(=O)CC1(C)C (centres undefined) | 8% | -6% | 6% | -1% | 0.1% | 1.6% | 3.8% | 2% | 12%
CCC(C)C(NC(N)=O)C(=O)Nc1ccc(C(=O)OC)cc1 (centres undefined) | -14% | -16% | 6% | -1% | -0.1% | 4.3% | 0.0% | -8% | 8%
O=C(O)c1cc(Cl)c2c(c1)OCO2 | 12% | 0% | 5% | 9% | -0.6%[50 µM] | 3.3% | 3.6% | · | 17%

Screening results: PubChem BioAssay, several laboratories
